Screening results as filed in PubChem.
PLK1 PBD inh: blocks phosphopeptide binding to human PLK1 polo-box domain | P53350 | Plk1 PBD binding of FITC phosphopeptide, fluorescence polarization | Potency, µM, for inactives: max response, negative = inhibition, most hits filed as inhibitors | 2.8% of 360,000 active | AID 720504; also: potency is read from the fitted curve at half-maximal effect; series mostly up to about 57 µM; % is scaled to controls: 0 for no effect and ±100 for the full control effect; nearly all actives have a fitted effect of over 65% in size
IL-2 act: activates IL-2 in a cell-based reporter assay | AID 652025 | 0.065% of 360,000 active | activation, % (series mostly up to about 46 µM) | IL-2 activation reporter assay, cell-based qHTS; stimulated with anti-CD3/CD4/CD28 beads; in transgenic mouse T cells; in the data active = activation above about 50%; inconclusive = mostly about 30% to 49%; also: 0% is about no effect
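First, unstimulated transgenic mouse T cells were exposed to compound for 60 min. Next, anti-CD3/anti-CD4-coated beads with anti-CD28 were added. Finally, after 18 h at 37 degrees C, EGFP and DsRed were imaged.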
DRD3 agonist: activates the human D3 dopamine receptor; max activation, %; P35462; D3R DiscoveRx beta-arrestin cells, luminescence, 90 min; 0.58% of 410,000 active; in the data active = max activation above about 30%; also: 0% is about no effect; mostly tested at two doses, the higher about 12 µM
Target sequence (P35462 whole entry, looked up): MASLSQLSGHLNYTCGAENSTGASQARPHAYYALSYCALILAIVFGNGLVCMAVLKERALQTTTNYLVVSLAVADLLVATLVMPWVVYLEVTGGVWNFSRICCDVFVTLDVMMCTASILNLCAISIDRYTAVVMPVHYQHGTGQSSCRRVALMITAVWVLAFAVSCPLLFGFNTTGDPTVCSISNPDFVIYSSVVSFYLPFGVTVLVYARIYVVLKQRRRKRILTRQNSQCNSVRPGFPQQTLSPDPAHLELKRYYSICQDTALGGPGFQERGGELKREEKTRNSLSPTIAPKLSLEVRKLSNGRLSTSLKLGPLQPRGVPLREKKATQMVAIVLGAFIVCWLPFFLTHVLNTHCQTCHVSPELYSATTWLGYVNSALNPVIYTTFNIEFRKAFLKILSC
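Agonist mode: compounds and dopamine controls were applied to plated cells for 90 min at 37 degrees C after an overnight attachment at 1500 cells/well. Luminescent read-out followed 30 - 60 minutes at room temperature with DiscoveRx detection reagent.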
D3 antag: antagonists of human D3 dopamine receptor | P35462 | D3R cells, DiscoveRx beta-arrestin luminescence, antagonist mode; stronger effect = lower value | max response, negative = inhibition, % | 2.5% of 360,000 active; in the data active = max response below about -50%; inconclusive = no clear call, values can overlap the other calls; also: % is scaled to controls: 0 for no effect and ±100 for the full control effect; mostly tested at two doses, the higher about 12 µM
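Cells plated overnight at 1500 cells/well, then exposed to library compounds with dopamine controls for 90 minutes at 37 degrees C. DiscoveRx reagent added for 30–60 minutes at room temperature; luminescence read, quantitative HTS format.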
GLP1R ag: activates the human GLP-1 receptor | Potency, µM (series often up to 45.6 µM), for inactives: at the top dose activation, actives largely listed as activators | HEK293 GLP-1R CRE-luciferase, luminescence, 4-6 h; cells express a hypersensitive GLP-1R form | 0.007% of 380,000 active; also: potency is read from the fitted curve at half-maximal effect; % of control where 0% means no effect
PI5P4K alpha inh: inhibitors of human PI5P4K alpha. 1.2% of 330,000 active. PI5P4Kalpha enzyme, ADP-Glo luminescence, 60 min; stronger effect = lower value. P48426. max response, %; active = max response of -50% or lower; inconclusive = between -30% and -50%; inactive = -30% or higher; also: value at the top dose of about 77 µM; % is scaled to controls: 0 for no effect and ±100 for the full control effect
Target sequence (P48426 whole entry, looked up): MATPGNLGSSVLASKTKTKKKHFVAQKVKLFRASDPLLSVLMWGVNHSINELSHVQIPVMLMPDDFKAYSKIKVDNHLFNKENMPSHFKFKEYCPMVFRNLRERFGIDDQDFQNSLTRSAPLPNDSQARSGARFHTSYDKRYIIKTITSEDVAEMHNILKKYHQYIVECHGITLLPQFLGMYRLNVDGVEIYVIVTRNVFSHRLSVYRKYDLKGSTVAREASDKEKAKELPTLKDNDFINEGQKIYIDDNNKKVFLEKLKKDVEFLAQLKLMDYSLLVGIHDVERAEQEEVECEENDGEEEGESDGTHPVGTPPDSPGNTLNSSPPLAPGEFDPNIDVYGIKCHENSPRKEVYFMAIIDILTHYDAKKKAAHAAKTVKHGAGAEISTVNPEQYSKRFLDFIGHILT
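ADP-Glo luminescence end-point read after a 60 min room-temperature kinase reaction of PI5P4Kalpha plus substrate, initiated with ATP at 5 microM final. Buffer: 0.038 M HEPES pH 7.4, EGTA, 0.1% CHAPS, 5% DMSO.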
GLP-1R inv ag: GLP-1 receptor (human) inverse agonism; 1.6% of 410,000 active; HEK293 GLP-1R CRE-luciferase, luminescence, 24 h; GLP-1R form is constitutively active; P43220; Potency, µM (series often up to 38.3 µM), without a hit: at the highest dose activity change, negative = inhibition, hits mostly inhibitors; AID 624417; also: potency is read from the fitted curve at half-maximal effect; % is scaled to controls: 0 for no effect and ±100 for the full control effect; nearly all actives have a fitted effect of over 55% in size
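GLP-1R inverse agonism mode: basal reporter luminescence in engineered HEK293 cells measured after one day of compound exposure at 37 deg C, with a 12 min room-temperature detection step.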
GLP1R cytotox: cytotoxicity in counter-screen for GLP-1R inverse agonists; HEK293 cAMP-luciferase reporter cells, luminescence, 24 h; Potency, µM (doses to about 38.3 µM), for the others: top-dose activity change, negative = inhibition, most hits filed as inhibitors; 0.13% of 410,000 active;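 also: loss of luciferase light is scored as toxicity; potency is read from the fitted curve at half-maximal effect; % is scaled to controls: 0 for no effect and ±100 for the full control effect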
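A 23 nL compound transfer followed 12 hours of cell culture at 37 deg C; exposure then lasted 24 hr. Luciferase assay detection reagent was dispensed and plates read for luminescence after a 12 min room-temperature wait.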
WRN helicase inh: inhibitors of human WRN helicase; AID 651768; Q14191; WRN helicase unwinding, fluorescent forked duplex, kinetic; 0.46% of 360,000 active; Potency, µM (highest dose often 114 µM), for inactives: top-dose activity change, negative = inhibition, actives largely listed as inhibitors; also: potency is read from the fitted curve at half-maximal effect; % is scaled to controls: 0 for no effect and ±100 for the full control effect; nearly all actives have a fitted effect of over 55% in size
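Kinetic red-fluorescence monitoring (525/598 nm) tracks WRN helicase activity after 100 nM fluorophore-quencher forked duplex and 2 mM ATP are added to 20 nM enzyme pretreated 15 min at room temperature with compound.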
Starred values were filed as active, the others as inactive; u = inconclusive; x = no result given; & = joins results of further samples; [ ] = dose if it differs, or a comment. Unless noted, calls follow the shape of the dose curve; as a rule, active = well fitted curve in the direction sought with a large enough effect; inconclusive = small, poorly fitted or top-dose-only effect, or another doubt; inactive = no such curve, though single readings can be large; an effect the other way counts as inactive or inconclusive.

SMILES	PLK1 PBD inh	IL-2 act	DRD3 agonist	D3 antag	GLP1R ag	PI5P4K alpha inh	GLP-1R inv ag	GLP1R cytotox	WRN helicase inh
COc1ccc(OCCNC(=O)c2ccccc2OCC(=O)Nc2ccc(NC(C)=O)cc2)cc1	-4%	-1.6	11	-11	2%	-9	22%	8%	5%
COc1ccc(OC)c(/C(O)=C/C(=O)C(=O)Nc2cc(C)cc(C)c2)c1	-7%	0.2	-1	-86*	-7%	2	-5%	-8%	-10%
Cc1cccc(/C=N/NC(=O)Cc2ccc(Cl)cc2)c1O	-12%	-0.5	-15	-19	13%	15	u	17%	-17%
Cc1[nH][nH]c(=O)c1C(c1ccc2c(c1)OCO2)c1c(C)[nH][nH]c1=O	u	0.1	1	-27	-4%	3	-2%	-9%	-7%
O=C(COc1ccccc1)Nc1ccc(C(=O)N2CCCC2)cc1	-9%	-0.7	6	11	-7%	6	40%[activator]	0%	-2%
COc1cccc(/C=C2/SC(=S)N(CC(=O)NC3C=CS(=O)(=O)C3)C2=O)c1 (centres undefined)	-4%	-0.5	-1	-25	4%	1	38%[activator]	1%	9%
COc1ccc(/C=C2\COc3ccccc3C2=O)cc1OC	27µM*	-3.3	0	11	-1%	2	u	u	-12%[11.6 µM]
Cc1cc(C)cc(N(CC(=O)NCCc2ccc(Cl)cc2)S(=O)(=O)c2c(C)noc2C)c1	x	x	-4	x	-1%	x	8%	1%	x
CCOC(=O)CSc1nc2ccccc2c(=O)n1CC	-2%	-2.0	-4	28	31%	2	18%	21%	-8%
OC(c1ccc(F)c(F)c1)c1ncc(-c2cccc(F)c2)[nH]1 (centres undefined)	1%	0.2	-2	-10	1%	-1	-10%	4%	5%
CCCc1nc2c3ccccc3ccn2c1Cc1ccccc1	-2%	-1.0	4	4	18%	9	u	3%	-11%
CCSc1ccc(C(=O)Nc2cccc(C)n2)cc1[N+](=O)[O-]	-1%	-0.5	3	16	-32%[inhibitor]	2	10%	-14%	-12%
Cc1ccc(/C=N/n2c(-c3cccc(Cl)c3)n[nH]c2=S)o1	u	0.0	-4	4	11%	-12	1%	-19%	-3%
CCOC(=O)c1c(C)c(C(=O)NCCCOC(C)C)c(C)n1C	-6%	-1.2	-10	-10	-6%	x	-11%	-2%	-1%
Cc1cccc(-c2ocnc2C(=O)Nc2ncc(C)s2)c1	-7%	-2.5	-3	-20	0%	-10	0%	2%	13%
CCc1nc2ccc(C(=O)N3CCN(S(=O)(=O)CC)CC3)cn2c1N(C)Cc1cccs1	-14%	-0.5	1	17	19%	-6	9%	0%	-8%
c1ccc(OCCOCCN2CCc3ccccc3C2)cc1	1%	3.7	-18	-111*	0%	1	u	3%	-8%
COc1cc(OC)c(NC(=S)NCc2ccc(F)cc2)cc1Cl	-18%	0.2	-3	-11	9%	0	u	25%	-5%
c1ccc2c(NCCc3c[nH]c4ccccc34)c3ccccc3nc2c1	-5%	-3.3	-2	u	-5%	-8	u	-23%	25µM*
CC1=CC(=NOC(=O)c2cccc([N+](=O)[O-])c2)C=C(C)C1=O	6.7µM*	-0.7	-6	u	15%	-16	0%	u	-14%
CSc1ccc(CN2CCCCCC2)cc1	-11%	-1.0	-9	u	-1%	-7	11%	-7%	0%
O=c1cc(N2CCCCC2)c(-c2ccccc2)nn1Cc1ccc(Cl)cc1Cl	-10%	-3.5	-7	u	-21%	-7	u	u	-5%
c1ccc(-n2ncc3cccnc32)cc1	-1%	0.0	5	-1	-8%	2	13%	-5%	3%
O=C(c1oc2ccccc2c1CSCc1ccccc1)N1CCN(c2ncccn2)CC1	-18%	-4.4	-1	-9	1%	0	u	3%	-2%
Oc1ccc(/C=N/NC(=S)Nc2cccnc2)cc1	3%	2.1	-6	8	-2%	-7	13%	-26%	-9%
SMILES	PLK1 PBD inh	IL-2 act	DRD3 agonist	D3 antag	GLP1R ag	PI5P4K alpha inh	GLP-1R inv ag	GLP1R cytotox	WRN helicase inh
Nc1ccccc1C(=O)NCc1ccccc1	3.8µM*	-1.3	1	7	-4%	-23	1%	-14%	14%
N#CC1=C(N)Oc2n[nH]c(-c3ccccc3)c2C12C(=O)Nc1ccccc12 (centres undefined)	0%	7.3	-1	-13	1%	0	9%	0%	-3%
C=CCO/N=C(/CCC)C1=C(N)CC(C)(C)CC1=O	2%	0.0	-2	-8	7%	1	13%	-9%	11%
Cc1cnc(C)c(Nc2nc(C(N)Cc3ccc(F)cc3)cs2)n1 (centres undefined)	-7%	-0.6	12	18	3%	1	-14%	-3%	6%
CC(O)[C@H]1CNCCN1CCc1cccc2ccccc12 (some centres undefined)	-16%	-3.4	-44	-24	5%	-2	-6%	-18%	-27%
Cc1cc(C(F)(F)F)nn1CC(=O)NCC1CCCO1 (centres undefined)	-6%	-2.7	-14	25	7%	x	1%	-14%	-1%
Cc1ccc(CC(=O)N2CCN(S(=O)(=O)c3ccccc3)CC2)cc1C	-9%	-0.7	-17	-2	2%	2	-17%	-5%	-13%
O=C(Nc1cccc(-c2ccc(N3CCCCC3)nn2)c1)c1ccc(Br)o1	-6%	-7.9	0	6	-19%	-21	u	u	-9%
CC(c1ccccc1)n1c(-c2cccs2)nc2c(c(=O)c3ccccc3n2C)c1=O (centres undefined)	-10%	0.0	11	3	-1%	-8	5%	-5%	-12%
CN(C(=O)CC1C(=O)NCCN1Cc1cccc(F)c1F)C1CCOCC1 (centres undefined)	-12%	-4.3	-4	13	0%	-2	15%	-1%	-14%
CCOC(=O)C1(CCOc2ccccc2)CCN(Cc2ccc(OCCO)cc2)CC1	-2%	-0.2	-11	20	-6%	-2	u	-12%	-18%
C#CCOCCOCCOCCNc1nc(OC)nc(N2CCN(C(=O)[C@H](CCC(=O)O)n3cc(C(N)CO)nn3)CC2)n1 (some centres undefined)	7%	0.3	13	9	0%	2	12%	7%	-11%
COC(=O)c1ccc(OCC2c3cc(OC)c(OC)cc3CCN2C(=O)COc2ccc(Cl)cc2)cc1 (centres undefined)	x	x	6	x	-5%	x	-4%	-10%	x
CC(On1nnc2ccccc21)C(=O)N1CCN(Cc2ccccc2)CC1 (centres undefined)	-11%	-2.7	-16	-3	8%	5	6%	4%	5%
C=CCn1c(SCC(=O)/C(C#N)=C(\C)N)nc2sc(CC)cc2c1=O	0%&0%	2.7&0.7	4&-1	-6&14	18%&0%	1&0	1%&3%	u	-2%&2%
COc1cc(CNC2CCCC2)cc(Cl)c1OCc1ccc(F)cc1	-5%	-0.2	3	59	-3%	11	4.5µM*	u	4%
CCN1CCN(S(=O)(=O)c2cc(OCC(=O)NC3CCCCC3)c(C)cc2Cl)CC1	-4%	0.2	-9	-70*	3%	x	0%	5%	1%
CC1(C)CC(=O)C(C(=O)c2ccccc2)C(=O)C1	-8%	-0.1	-7	3	-10%	-8	5%[0.307 µM]	0%[0.307 µM]	5%
O=C(Cn1nnc(-c2ccc3c(c2)OCO3)n1)NCc1ccco1	-15%	-3.5	-1	5	-17%	-18	49%[activator]	-3%	1%
O=C(CSc1nnc(CNc2ccccc2)o1)N1CCN(C(=O)c2ccco2)CC1	-7%	-1.2	-3	6	1%	x	9%	-1%	-8%
Cc1ccc(/C=N/OC(=O)c2c(C)noc2-c2snnc2C)cc1	1%	-0.3	-8	9	4%	0	7%	0%	-13%
COc1ccc(NC(=O)CCNS(=O)(=O)c2ccc3c(c2)CCC(=O)N3)cc1	-1%	-1.1	-3	13	-1%	x	0%	2%	-3%
CC(=O)N1CC=C2C(C#N)=C(N)C(C#N)(C#N)C(C)C2C1 (centres undefined)	-2%	-1.4	-1	2	1%	0	0%	13%	3%
COc1cc(S(N)(=O)=O)c(OC)cc1N	-17%	1.3	2	-14	-7%	1	-10%	11%	-13%
CCn1c(SCC(=O)c2ccccc2)nnc1-c1cnccn1	0%	-2.7	3	-11	1%	x	0%	1%	7%

Entries from the list above that contain a cyano group, in the order listed:
SMILES	PLK1 PBD inh	IL-2 act	DRD3 agonist	D3 antag	GLP1R ag	PI5P4K alpha inh	GLP-1R inv ag	GLP1R cytotox	WRN helicase inh
N#CC1=C(N)Oc2n[nH]c(-c3ccccc3)c2C12C(=O)Nc1ccccc12 (centres undefined)	0%	7.3	-1	-13	1%	0	9%	0%	-3%
C=CCn1c(SCC(=O)/C(C#N)=C(\C)N)nc2sc(CC)cc2c1=O	0%&0%	2.7&0.7	4&-1	-6&14	18%&0%	1&0	1%&3%	u	-2%&2%
CC(=O)N1CC=C2C(C#N)=C(N)C(C#N)(C#N)C(C)C2C1 (centres undefined)	-2%	-1.4	-1	2	1%	0	0%	13%	3%

Further structures:
SMILES	PLK1 PBD inh	IL-2 act	DRD3 agonist	D3 antag	GLP1R ag	PI5P4K alpha inh	GLP-1R inv ag	GLP1R cytotox	WRN helicase inh
CCOc1ccc(NC(=O)c2cccc3c2C(=O)N(CCOC)C3)cc1	-8%	-0.4	-5	11	2%	0	24%	0%	9%
O=C(CSc1ncc(S(=O)(=O)c2ccc(Br)cc2)c(=O)[nH]1)NCc1ccc(Cl)cc1	x	x	-2	x	1%	x	12%	4%	x
COC(=O)c1c(NC(=S)Nc2ccc(C(=O)N3CCOCC3)cc2)sc2c1CCC2	-21%	-2.1	2	-2	-6%	3	12%	-1%	-7%
CCC(=O)c1c(CC)c2n3c1CC[C@H]3CCC2	-1%	-0.5	13	30	18%	-5	1%	-3%	10%
O=S(=O)(Nc1ccc2c(c1)OCCO2)c1ccc(Br)s1	-1%	-1.3	-12	-18	3%	x	-15%	3%	-8%
COc1ccccc1N1CCN(CC(=O)N(CC(C)C)c2c(N)n(CC(C)C)c(=O)[nH]c2=O)CC1	-8%	-1.0	-3	5	4%	-5	-13%	0%	-5%
COc1cccc(CNC(=O)CCN2C(=S)NC(C)(C)CC2C)c1 (centres undefined)	-18%	1.5	12	-12	2%	3	14%	8%	3%
CCC(CC)c1nnc(NC(=O)C2CCN(C(=O)c3ccco3)CC2)s1	u	0.1	-11	4	3%	-27	-8%	7%	-18%
COc1ccc(/C=C/C(=O)c2nc3ccccc3n2CC(=O)c2ccc(OC)cc2)cc1	-4%	0.7	-3	-8	0%	x	6%	-8%	-3%
Cc1ccc2oc(=O)c3cnn(CC(=O)N4CCN(c5ccccn5)CC4)c3c2c1	6%	-1.8	2	37	-1%	1	17%	2%	-10%
